Compound activity: PubChem BioAssay, several laboratories
ANO1 activ – activates or potentiates the mouse TMEM16A chloride channel | 0.3% of 340,000 active | Q8BHY3 | B-score at 10 µM | HEK293 TMEM16A/YFP-H148Q/I152L, iodide quench fluorescence; hits give low values | AID 623877;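 active = fluorescence-ratio B-score plate-corrected deviation score at least 3 library SD below zero, with starting fluorescence score within 5 deviations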;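 note: channel opened by trigger with iodide after compound preincubation; score built on the fluorescence ratio of max minus min over baseline; more negative score means more quench and so TMEM16A activation or potentiation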
Target sequence (Q8BHY3 whole entry, looked up): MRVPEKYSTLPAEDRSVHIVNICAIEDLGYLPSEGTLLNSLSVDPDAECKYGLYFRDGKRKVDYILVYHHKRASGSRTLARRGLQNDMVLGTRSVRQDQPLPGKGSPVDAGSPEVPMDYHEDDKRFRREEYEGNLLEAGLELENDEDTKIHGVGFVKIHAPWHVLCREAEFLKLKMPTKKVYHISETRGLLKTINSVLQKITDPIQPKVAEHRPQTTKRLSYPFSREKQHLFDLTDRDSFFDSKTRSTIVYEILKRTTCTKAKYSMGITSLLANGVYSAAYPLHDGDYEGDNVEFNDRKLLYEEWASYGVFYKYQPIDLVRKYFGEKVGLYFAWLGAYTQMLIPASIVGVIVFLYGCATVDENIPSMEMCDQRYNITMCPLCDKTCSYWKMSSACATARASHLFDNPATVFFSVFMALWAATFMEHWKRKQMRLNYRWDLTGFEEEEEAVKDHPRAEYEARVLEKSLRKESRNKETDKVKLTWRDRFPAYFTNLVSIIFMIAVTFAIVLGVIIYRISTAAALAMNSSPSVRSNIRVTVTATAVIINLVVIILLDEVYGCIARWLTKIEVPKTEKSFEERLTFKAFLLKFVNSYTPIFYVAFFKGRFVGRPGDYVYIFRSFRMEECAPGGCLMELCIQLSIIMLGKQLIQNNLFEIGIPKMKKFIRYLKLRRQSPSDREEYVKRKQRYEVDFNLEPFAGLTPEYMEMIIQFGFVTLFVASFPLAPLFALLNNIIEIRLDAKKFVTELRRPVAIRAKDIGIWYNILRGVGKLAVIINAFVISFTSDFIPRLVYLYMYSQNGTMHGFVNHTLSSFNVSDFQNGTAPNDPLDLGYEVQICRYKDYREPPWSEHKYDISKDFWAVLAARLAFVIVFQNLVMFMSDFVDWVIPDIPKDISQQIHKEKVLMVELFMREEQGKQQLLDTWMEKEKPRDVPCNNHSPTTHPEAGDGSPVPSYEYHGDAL
HDAC3 inhib – inhibitors of human histone deacetylase 3 | recombinant HDAC3, fluorogenic peptide/trypsin coupled, fluorescence | O15379 | inhibition, % at 8.3 µM | 0.15% of 320,000 active; in the data active = inhibition above about 26%, passing the limit was not always enough
The depositor's hits bear a star.

How did CN(C(=O)COC(=O)c1ccc(=O)n(Cc2ccccc2)n1)C1CCCCC1 do in these assays?
ANO1 activ: inactive; HDAC3 inhib: 2

What do the screens show for `C[C@@H]1CN([C@@H](C)CO)C(=O)c2cc(N(C)C)ccc2O[C@@H]1CN(C)Cc1ccncc1`?
ANO1 activ: inactive; HDAC3 inhib: -2

What do the screens show for `Cc1ccc(C)c(NC(=O)CN(C)C(=O)C2COc3ccccc3O2)c1` (stereo unspecified)?
ANO1 activ: inactive; HDAC3 inhib: -1

How did CC(C)(C)OC(=O)C[C@H]1C/C=C\C[C@H](CC(=O)N(CCO)Cc2ccccc2)C(=O)NCCOC1=O do in these assays?
ANO1 activ: inactive; HDAC3 inhib: 6

How did COc1ccc(CC(=O)OCC(=O)NCC2CCCO2)cc1OC (stereo unspecified) do in these assays?
ANO1 activ: inactive; HDAC3 inhib: -1

Results for COc1ccc(OC)c(NC(=O)COC(=O)c2ccc(OC)c(S(=O)(=O)N3CCOCC3)c2)c1 ?
ANO1 activ: inactive; HDAC3 inhib: 0

What do the screens show for `C=CC[C@@H](CC(=O)N[C@@H](CO)Cc1ccccc1)C(=O)NC[C@H](OC(=O)[C@@H](CC=C)Cc1ccc(F)cc1)c1ccccc1`?
ANO1 activ: inactive; HDAC3 inhib: 0

How did O=C(CN1CCCC1c1ccc2c(c1)OCCO2)NC(=O)Nc1ccccc1 (stereo unspecified) do in these assays?
ANO1 activ: inactive; HDAC3 inhib: 3

What do the screens show for `CC(C(=O)N(C)CC(=O)Nc1ccccc1C(F)(F)F)N1C(=O)c2ccccc2C1=O` (stereo unspecified)?
ANO1 activ: inactive; HDAC3 inhib: -13

What do the screens show for `CCOc1ncccc1C(=O)OCC(=O)Nc1ccc(S(=O)(=O)N2CCCC2)cc1`?
ANO1 activ: inactive; HDAC3 inhib: -5

How did CC1(c2ccccc2)NC(=O)N(CC(=O)N(c2ccccc2)C2CCS(=O)(=O)C2)C1=O (stereo unspecified) do in these assays?
ANO1 activ: inactive; HDAC3 inhib: 2

How did COc1cc(C2=CN(Cc3ccccc3)CCC2=O)cc(OC)c1OC do in these assays?
ANO1 activ: inactive; HDAC3 inhib: -7

Results for O=C(CC1C(=O)Nc2ccccc2N1CC(=O)N1CCCC1)Nc1ccc(Br)cc1 (stereo unspecified) ?
ANO1 activ: inactive; HDAC3 inhib: 1

Results for COc1ccc(S(=O)(=O)N2CCCCCC2)cc1C(=O)Nc1cc(C)ccn1 ?
ANO1 activ: inactive; HDAC3 inhib: 1

Results for O=C(NNC(=O)c1ccccc1Cl)c1ccc2c(=O)n3c(nc2c1)CCC3 ?
ANO1 activ: inactive; HDAC3 inhib: 6

What do the screens show for `CN(C(=O)CSc1nnc(C2CC2)n1-c1ccccc1)C1CCS(=O)(=O)C1` (stereo unspecified)?
ANO1 activ: inactive; HDAC3 inhib: 3

Results for CCOc1ccc(NC(=O)COC(=O)Cc2ccsc2)cc1 ?
ANO1 activ: inactive; HDAC3 inhib: -5

What do the screens show for `COC(=O)[C@@]12CCCCN1[C@H](c1ccc(-c3cccc(Cl)c3)cc1)[C@@H]1C(=O)N(C)C(=O)[C@@H]12`?
ANO1 activ: inactive; HDAC3 inhib: -3

Results for CCCCCCSc1cc(-c2nc3ccc(C)cn3c2NCCCC)ccc1OC ?
ANO1 activ: inactive; HDAC3 inhib: -17

Results for COc1ccccc1NC(=O)C(C)Sc1nccn1C (stereo unspecified) ?
ANO1 activ: inactive; HDAC3 inhib: 2

Results for CC1CCC2(CC1)NC(=O)N(CC(=O)Nc1ccc3c(c1)OCO3)C2=O (stereo unspecified) ?
ANO1 activ: inactive; HDAC3 inhib: 3

What do the screens show for `Cc1ccc(C(=O)N2CCN(c3cccc(C)c3C)CC2)cc1S(=O)(=O)N1CCOCC1`?
ANO1 activ: inactive; HDAC3 inhib: 9

Results for COc1cc(SC)ccc1C(=O)OCC(=O)N1CC(=O)Nc2ccccc21 ?
ANO1 activ: inactive; HDAC3 inhib: -6

What do the screens show for `C[C@H](CO)N1C[C@H](C)[C@@H](CN(C)Cc2ccc(C(=O)O)cc2)Oc2ccc(NS(C)(=O)=O)cc2C1=O`?
ANO1 activ: inactive; HDAC3 inhib: -2

Results for Nn1c(SCC(=O)Nc2ccc(N3CCOCC3)cc2)nnc1-c1cccc(F)c1 ?
ANO1 activ: inactive; HDAC3 inhib: 0

What do the screens show for `CCO[C@H]1c2c(ccc3ccc(=O)oc23)OC(C)(C)[C@H]1O`?
ANO1 activ: inactive; HDAC3 inhib: -16

How did O=C(c1cc(=O)[nH]c2ccccc12)N1CCN(S(=O)(=O)c2ccc(Cl)cc2)CC1 do in these assays?
ANO1 activ: inactive; HDAC3 inhib: -5

What do the screens show for `O=C(Cn1cnc2ccccc2c1=O)N1CCN(S(=O)(=O)c2ccc(F)cc2)CC1`?
ANO1 activ: inactive; HDAC3 inhib: -3

Results for NC(=O)c1ccsc1NC(=O)CSc1nnc(NC2CC2)s1 ?
ANO1 activ: inactive; HDAC3 inhib: -5

How did CC(CCCCCCCCC(=O)O)N(CCO)C(=O)OC(C)(C)C (stereo unspecified) do in these assays?
ANO1 activ: inactive; HDAC3 inhib: 3

How did COc1ccc(NS(=O)(=O)c2cccc(C(=O)NN=Cc3ccc(OC)c(O)c3)c2)cc1 do in these assays?
ANO1 activ: inactive; HDAC3 inhib: 7

Results for Cc1noc(C)c1S(=O)(=O)N1CCC(C(=O)O)CC1 ?
ANO1 activ: inactive; HDAC3 inhib: -8

How did COc1ccc(OC)c(-n2c(SCC(=O)NCC3CCCO3)nc3ccccc3c2=O)c1 (stereo unspecified) do in these assays?
ANO1 activ: inactive; HDAC3 inhib: -5

How did CC(NS(=O)(=O)c1ccc2ccccc2c1)c1ccccn1 (stereo unspecified) do in these assays?
ANO1 activ: inactive; HDAC3 inhib: 1

How did O=C(COc1ccc([N+](=O)[O-])cc1Cl)Nc1ccc2[nH]c(=O)[nH]c2c1 do in these assays?
ANO1 activ: inactive; HDAC3 inhib: 4

What do the screens show for `COc1ccc(C(=O)NCC(=O)N2CCN(C(=O)c3ccco3)CC2)cc1[N+](=O)[O-]`?
ANO1 activ: inactive; HDAC3 inhib: -2

How did Cc1ccc(S(=O)(=O)Nc2cccc(C(=O)NCC(c3ccc(F)cc3)N3CCOCC3)c2)cc1 (stereo unspecified) do in these assays?
ANO1 activ: inactive; HDAC3 inhib: -2

What do the screens show for `COc1cc(C)ccc1OCC(=O)OCC(=O)NCC1CCCCC1`?
ANO1 activ: inactive; HDAC3 inhib: 1

How did CC1CCCC(C)N1C(=O)COC(=O)CNC(=O)c1ccccc1F (stereo unspecified) do in these assays?
ANO1 activ: inactive; HDAC3 inhib: 6

How did CCOC(=O)C1=C(COC(=O)[C@H](C)NS(=O)(=O)c2ccccc2F)NC(=O)NC1C (stereo partly specified) do in these assays?
ANO1 activ: inactive; HDAC3 inhib: 2

2 entries drawn at random from the list so far:
How did CC(CCCCCCCCC(=O)O)N(CCO)C(=O)OC(C)(C)C (stereo unspecified) do in these assays?
ANO1 activ: inactive; HDAC3 inhib: 3

Results for COc1cc(SC)ccc1C(=O)OCC(=O)N1CC(=O)Nc2ccccc21 ?
ANO1 activ: inactive; HDAC3 inhib: -6

(listing goes on)
How did COc1cc(/C=C/C(=O)OCC(=O)NCCCc2ccccc2)ccc1O do in these assays?
ANO1 activ: inactive; HDAC3 inhib: 20

What do the screens show for `COc1cccc(CNc2ccc(S(=O)(=O)N3CCCC3)cn2)c1`?
ANO1 activ: inactive; HDAC3 inhib: -3

Results for COc1cc(/C=C/C(=O)Nc2ccc(OC)c(S(=O)(=O)N3CCOCC3)c2)ccc1OCC#N ?
ANO1 activ: inactive; HDAC3 inhib: 6

Results for Cc1cc(NC(=O)COC(=O)CNS(=O)(=O)c2c(F)cc(F)cc2Br)no1 ?
ANO1 activ: inactive; HDAC3 inhib: -7

What do the screens show for `O=C(COc1ccccc1Cl)N1N=C(c2cccs2)CC1c1ccco1` (stereo unspecified)?
ANO1 activ: inactive; HDAC3 inhib: -13

How did Cc1noc(C)c1NC(=O)Nc1ccc2c(c1)CC(=O)N([C@@H](C)CO)C[C@@H](C)[C@@H](CN(C)C(=O)Nc1cccc3ccccc13)O2 do in these assays?
ANO1 activ: inactive; HDAC3 inhib: -3

What do the screens show for `COc1cccc2sc3cc(C#CC4(O)CCCCC4)ccc3c(=O)c12`?
ANO1 activ: inactive; HDAC3 inhib: 9

What do the screens show for `N#CCC(=O)Nc1ccc(C(=O)OCC(=O)NCc2ccc3c(c2)OCO3)cc1`?
ANO1 activ: inactive; HDAC3 inhib: 3

How did COc1ccc(NC(=O)c2ccc3c(c2)NC(=O)CS3)cc1 do in these assays?
ANO1 activ: inactive; HDAC3 inhib: 3

What do the screens show for `CC(C)(C)OC(=O)NCCOC(=O)c1[nH]cnc1C(=O)NCc1ccccc1`?
ANO1 activ: inactive; HDAC3 inhib: -4

How did OC1CCCC1 do in these assays?
ANO1 activ: inactive; HDAC3 inhib: -5

Results for O=C(CN1CCc2ccccc21)Nc1ccc2c(c1)OCCCO2 ?
ANO1 activ: inactive; HDAC3 inhib: 2

Results for CC(C)NC(=O)N(C)C[C@H]1Oc2c(NS(=O)(=O)c3cccs3)cccc2C(=O)N([C@H](C)CO)C[C@@H]1C ?
ANO1 activ: inactive; HDAC3 inhib: -1

How did COc1ccccc1C(=O)NCC(=O)Nc1ccc2c(c1)CCC2 do in these assays?
ANO1 activ: inactive; HDAC3 inhib: 0

How did O=C(COC(=O)Cc1ccc(Br)cc1)NCC1CCCO1 (stereo unspecified) do in these assays?
ANO1 activ: inactive; HDAC3 inhib: 1

What do the screens show for `C[C@H](CO)N1C[C@H](C)[C@@H](CN(C)Cc2ccccc2)Oc2ccc(NC(=O)CCCCCC(=O)Nc3ccccc3N)cc2C1=O`?
ANO1 activ: inactive; HDAC3 inhib: 75*

How did C/C=C/C1=CC(=O)C[C@H](c2ccc(Cl)cc2)C1 do in these assays?
ANO1 activ: inactive; HDAC3 inhib: 5

How did Cc1ccc(S(=O)(=O)N2CCOCC2)cc1C(=O)OCC(=O)c1ccc(Br)cc1 do in these assays?
ANO1 activ: inactive; HDAC3 inhib: -7

Results for Cc1nn(-c2ccccc2)c(C)c1NC(=O)COC(=O)c1ccccc1 ?
ANO1 activ: inactive; HDAC3 inhib: -3

How did COc1ccc2c(-c3cnc(N4CCOCC4)nc3)c(-c3ccc(S(C)(=O)=O)cc3)sc2c1 do in these assays?
ANO1 activ: inactive; HDAC3 inhib: -25

5 successive compounds from above:
Results for CC(C)NC(=O)N(C)C[C@H]1Oc2c(NS(=O)(=O)c3cccs3)cccc2C(=O)N([C@H](C)CO)C[C@@H]1C ?
ANO1 activ: inactive; HDAC3 inhib: -1

How did COc1ccccc1C(=O)NCC(=O)Nc1ccc2c(c1)CCC2 do in these assays?
ANO1 activ: inactive; HDAC3 inhib: 0

How did O=C(COC(=O)Cc1ccc(Br)cc1)NCC1CCCO1 (stereo unspecified) do in these assays?
ANO1 activ: inactive; HDAC3 inhib: 1

What do the screens show for `C[C@H](CO)N1C[C@H](C)[C@@H](CN(C)Cc2ccccc2)Oc2ccc(NC(=O)CCCCCC(=O)Nc3ccccc3N)cc2C1=O`?
ANO1 activ: inactive; HDAC3 inhib: 75*

How did C/C=C/C1=CC(=O)C[C@H](c2ccc(Cl)cc2)C1 do in these assays?
ANO1 activ: inactive; HDAC3 inhib: 5

Other structures
Results for O=C1c2ccccc2NC(c2ccc(-c3cccs3)o2)N1O (stereo unspecified) ?
ANO1 activ: inactive; HDAC3 inhib: -23

How did Cc1c(O[C@@H]2O[C@H](CO)[C@@H](O)[C@H](O)[C@H]2O)c(CO)c(O[C@@H]2O[C@H](CO)[C@@H](O)[C@H](O)[C@H]2O)c2c1O[C@@H](c1ccccc1)C[C@@H]2O do in these assays?
ANO1 activ: inactive; HDAC3 inhib: 14

Results for CC(C)(C)OC(=O)C[C@@H]1C/C=C\C[C@H](CC(=O)N(CCO)Cc2ccccc2)C(=O)N[C@H](C(C)(C)C)COC1=O ?
ANO1 activ: inactive; HDAC3 inhib: 10

What do the screens show for `CCOc1ccc(C(=O)N(CC)CC(=O)Nc2ccc3c(c2)OCCO3)cc1OCC`?
ANO1 activ: inactive; HDAC3 inhib: -3

What do the screens show for `CCOc1ccc(NC(=O)CN(C)C(=O)C2CCN(C(=O)c3ccc(Cl)cc3)CC2)cc1OCC`?
ANO1 activ: inactive; HDAC3 inhib: -1

How did COc1ccccc1OCCC(=O)NNC(=O)c1ccccc1F do in these assays?
ANO1 activ: inactive; HDAC3 inhib: -1

How did C[C@H](CO)N1C[C@H](C)[C@@H](CN(C)C(=O)Nc2ccc3c(c2)OCO3)Oc2ccc(NC(=O)CCC(F)(F)F)cc2C1=O do in these assays?
ANO1 activ: inactive; HDAC3 inhib: 6

What do the screens show for `Cn1cc(C(CO)Cc2ccccc2)c2ccccc21` (stereo unspecified)?
ANO1 activ: inactive; HDAC3 inhib: -1

How did O=C(NCc1cccnc1)c1ccccc1NS(=O)(=O)c1ccc(Br)cc1 do in these assays?
ANO1 activ: inactive; HDAC3 inhib: -4

Results for C=CCC[C@H](Cc1ccc(F)cc1)C(=O)OC[C@@H](NC(=O)[C@H](CC=C)CC(=O)NCCO)C(C)(C)C ?
ANO1 activ: inactive; HDAC3 inhib: 5

Results for CCN(C(=O)COC(=O)CNC(=O)c1ccc(Cl)cc1Cl)c1c(N)n(Cc2ccccc2)c(=O)[nH]c1=O ?
ANO1 activ: inactive; HDAC3 inhib: 2

Results for C[C@H](NC(=O)c1ncn(Cc2ccccc2)c1C(=O)N[C@@H](C)c1ccccc1)c1ccccc1 ?
ANO1 activ: inactive; HDAC3 inhib: 1

How did O=C(CN1C(=O)NC2(CCc3ccccc32)C1=O)c1ccc(Br)s1 (stereo unspecified) do in these assays?
ANO1 activ: inactive; HDAC3 inhib: 13

Results for COc1cc(OC)cc(-c2c(-c3cccs3)c3cc(-c4cc(OC)c(OC)c(OC)c4)ccc3n2C)c1 ?
ANO1 activ: inactive; HDAC3 inhib: -5

Results for COc1ccc(S(=O)(=O)NCc2ccncc2)cc1NC(=O)c1ccccc1F ?
ANO1 activ: inactive; HDAC3 inhib: 3

An excerpt; rates above refer to the full screens.
